# Rat MKP-3 inhibitors = inhibition of rat DUSP6 enzyme activity – biochemical, in vitro, primary screen (AID 425) | actives 0.17% (n = 110,000) | recombinant MKP-3 phosphatase activity, fluorescence; higher % means a stronger effect | inhibition, % at 20 µM, or IC50 in µM where a hit was titrated; in the data active = inhibition above about 50%;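 also: plate controls were vehicle for no effect and reference inhibitor for full effect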
# Hsp70 displacement = Hsp70 inhibitors, probe displacement, primary screen, biochemical, fluorescence polarization (AID 583); Hsp70 fluorescence polarization probe displacement, mP; higher % means a stronger effect; one-dose displacement, % at 20 µM; IC50 in µM for titrated hits; actives 0.06% (n = 140,000); in the data active = displacement above about 50%;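 also: plate controls were vehicle for no effect and reference ligand for full effect; a part of the inactive calls stands beside numbers as strong as those of hits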
# * marks the source's active call; other numbers are inactive results; / = not tested or not shown; & = joins results of further samples. These rows are one share of the data; the hit share may differ from the screen's.
# Start of the listing, in advance:
SMILES,Rat MKP-3 inhibitors,Hsp70 displacement
Clc1ccccc1-c1nc(-c2cccnc2)no1,-13%&2%,-7.2%&1.4%
COc1ccc(/C=N/Nc2ccc([N+](=O)[O-])cc2)cc1Cn1cc([N+](=O)[O-])cn1,/,8.9%

# Results, repeating the preview:
SMILES,Rat MKP-3 inhibitors,Hsp70 displacement
Clc1ccccc1-c1nc(-c2cccnc2)no1,-13%&2%,-7.2%&1.4%
COc1ccc(/C=N/Nc2ccc([N+](=O)[O-])cc2)cc1Cn1cc([N+](=O)[O-])cn1,/,8.9%
O=C1NC(=S)SC1=C1CCCCCC1,-14%,-2.7%
CC1=NNC(=O)C1C(c1ccccc1)C(C#N)C#N (stereo not drawn),/,-0.8%
O=C(CSc1nc2ccccc2o1)Nc1ccccc1N1CCOCC1,/,-3.9%
O=[N+]([O-])c1ccc(N2CCN(S(=O)(=O)c3ccccc3)CC2)c(Cl)c1,-2%,1.1%
CCCCCC(=O)Nc1ccc(Cc2ccncc2)cc1,/,0.7%
Cc1ccc(C)c(NC(=O)CSc2nnc(C)s2)c1,5%,-1.6%
CCOCC(=O)Nc1c(C(=O)OCC)oc2ccccc12,-8%,2.9%
COc1ccc(/C(O)=C2/C(=O)C(=O)N(c3ccccn3)C2c2cccnc2)cc1 (stereo not drawn),0%,13%
CCCCCC/C(=N/O)c1ccccn1,-6%,0.8%
Cc1cc(C)c2nc(N3CCCC(C(=O)N4CCC(C(N)=O)CC4)C3)sc2c1 (stereo not drawn),2%,2.7%
CC(Oc1ccccc1)C(=O)OCC(=O)NC(=O)NCc1ccco1 (stereo not drawn),8%,-3.0%
Cc1ccc(NC(=O)c2cnc3scc(C)n3c2=O)c(C)c1,-10%,14%
COc1ccc(C(=O)C2CCN(S(=O)(=O)c3ccc4c(c3)OCCO4)CC2)cc1,1%,4.5%
Nc1ccn(-c2ccccc2)c(=O)c1,1%,1.9%
O=C1NC(=O)N(c2ccccc2)C(=O)/C1=C\c1ccc(-c2ccccc2Cl)o1,11%,-5.7%
CN(C(=O)c1ccc(C#N)cc1)c1nnc(-c2ccccn2)s1,/,-2.6%
CCCCC(CC)CNC(=O)CCS(=O)(=O)c1cccc2nsnc12 (stereo not drawn),0%,-7.1%
CC1CCN(Cc2ccc(NC(=O)CC3Oc4ccccc4NC3=O)cc2)CC1 (stereo not drawn),-16%,4.7%
O=C1CC(N2CCN(c3ccccc3Cl)CC2)C(=O)N1c1cccc(Cl)c1 (stereo not drawn),0%,-4.4%
Brc1ccc(-c2nnc3n2C2(CCCC2)Cc2ccccc2-3)o1,/,3.3%
CN(C)S(=O)(=O)N1CCc2ccccc21,-2%,7.0%
Cc1ccccc1-n1nc2c(c1NC(=O)COc1ccc(Cl)cc1)CS(=O)C2 (stereo not drawn),-1%,1.0%
OCc1ccc(-c2ccc(OC(F)(F)F)cc2)o1,4%,4.6%
SMILES,Rat MKP-3 inhibitors,Hsp70 displacement
O=C(Nc1ccccc1)c1cccc(S(=O)(=O)N2CCCCC2)c1,/,8.5%
CCC(C)(C)C(=O)Nc1ncc(S(=O)(=O)c2ccc([N+](=O)[O-])cc2)s1,/,1.6%
O=C(Nc1ccc(CN2CCOCC2)cc1)c1cc2ccccc2o1,-2%,-0.6%
O=C(C1CN(S(=O)(=O)c2ccccc2)CCN1S(=O)(=O)c1ccccc1)N1CCCCC1 (stereo not drawn),0%,-1.9%
Cc1ccc(CSc2nnc(-c3ccco3)n2N)cc1,-1%,0.6%
COc1ccc(C=NN2CCN(c3ccccn3)CC2)cc1OCc1ccccc1,3%,-4.0%
COC(=O)c1ccc(OC)c(CSc2nnc(-c3ccc(C(C)(C)C)cc3)o2)c1,/,9.6%
COc1ccc(S(=O)(=O)N(CCc2ccccc2)CC(=O)N2CCCC2)cc1,2%,-2.7%
Cc1cc2ncn(-c3ncnc4sc(C)c(C)c34)c2cc1C,-3%,-8.5%
Cc1ccnc(NC(=O)c2cccs2)c1,/,-1.5%
Cc1ccc(C(=O)c2oc3nc(C)cc(C)c3c2N)cc1,/,-6.8%
COc1cc(C(=O)NC(NC(=S)Nc2ccccc2Br)C(Cl)(Cl)Cl)cc(OC)c1OC (stereo not drawn),2%,-3.1%
CC(=O)C1C(=O)c2c(cccc2[N+](=O)[O-])C1=Nc1ccccc1C (stereo not drawn),/,4.0%
Cc1ccc(CNC(=O)c2ccc(NS(=O)(=O)c3c(C)noc3C)cc2)cc1,-3%,0.8%
CC(C)(C)OC(=O)N1CCC(c2c(C(=O)O)cnn2-c2ccccc2)CC1,5%,2.8%
CCCn1c(C(O)c2ccc(OCc3ccccc3)c(OC)c2)nc2ccccc21 (stereo not drawn),6%,-8.4%
O=C(NCCCN1CCOCC1)c1ccc(CNS(=O)(=O)c2ccc(F)cc2)cc1,9%,0.2%
COc1cc(/C=N/NC(=O)COc2ccc(Cl)cc2Br)cc(Br)c1O,-1%,-0.6%
O=C(CCCn1c(=S)[nH]c2ccccc2c1=O)NCc1ccco1,-4%,2.9%
COc1cc(/C=C2\C(=O)NC(=O)N(c3ccc(C)c(C)c3)C2=O)cc(Cl)c1O,3%,3.1%
Cc1ccc(N=CC2=C(O)CC(c3ccco3)CC2=O)cc1 (stereo not drawn),/,4.2%
O=C(CCNS(=O)(=O)c1ccc(Cl)cc1)N1CCC2(O)CCCCC2C1 (stereo not drawn),1%,-4.7%
C(=N\n1cnc2ccccc21)/c1cccnc1,/,2.4%
Cn1c(C(=O)NCCCN2CCCCCC2)cc2c(=O)n(C)c3ccccc3c21,3%,5.8%
O=C(Nc1ccc(Cl)c(Cl)c1)c1cc(Br)ccc1Cl,-3%,6.6%
SMILES,Rat MKP-3 inhibitors,Hsp70 displacement
CCOc1cc(C2c3c(n[nH]c3C)C(=O)N2c2ccc(Br)cc2)ccc1O (stereo not drawn),2%,2.0%
COc1ccc(S(=O)(=O)c2ccc(OC)c(OC)c2)cc1OC,6%,-0.2%
C=CCN1C(=O)/C(=C\c2ccc(-c3ccc(Br)cc3)o2)C(=O)NC1=S,27%,-3.4%
Cc1ccc(S(=O)(=O)N(C)CC(=O)O/N=C(\N)c2ccc([N+](=O)[O-])cc2)cc1,/,1.9%
COc1cccc(C(c2nnnn2Cc2ccco2)N2CCN(c3cccc(C)c3C)CC2)c1OC (stereo not drawn),-3%,-15%
CC(NC(=O)c1ccnc(C(C)(C)C)c1)c1ccccc1 (stereo not drawn),0%,-3.4%
COc1ccccc1-n1cnc2cc(NC(=O)c3ccc(C)cc3)ccc21,-1%,0.9%
CC(=O)N/C(=C\c1ccccc1)C(=O)NC(CC(C)C)C(=O)O (stereo not drawn),2%,1.1%
Cc1ccc(C(=O)Nc2sc3c(c2C#N)CCC(C)C3)cc1C (stereo not drawn),0%,-2.9%
Clc1cccc(-n2ncnc2-c2ccc(Br)cc2)c1,-1%,-3.6%
CC(=O)Nc1ccc(OCC(O)Cn2nc(C)nc2C)cc1 (stereo not drawn),2%,-0.8%
CC(C)N1C(=O)/C(=C/c2ccc3c(c2)OCO3)SC1=S,3%,-4.8%
Clc1ccccc1COc1ccccc1/C=N/Nc1nc(N2CCOCC2)nc(N2CCOCC2)n1,0%,1.5%
CC(C)CN(CC(C)C)C(=O)/C=C/c1ccc(Cl)cc1,-2%,2.9%
COC(=O)c1cc(NC(=O)c2nccnc2C(=O)O)cc(C(=O)OC)c1,-16%,0.7%
O=C(Nc1ccc(N2CCCCC2)cc1)c1cccnc1,-2%&3%,2.6%&1.6%
CCC(C)(C)NC(=O)C(c1cccn1C)N(C(=O)Cn1nnc2ccccc21)c1ccccc1OC (stereo not drawn),-3%,2.7%
CCOc1cc(/C=C2\C(=O)NC(=O)N(c3ccc(Br)c(C)c3)C2=O)cc(Cl)c1O,2%,0.9%
O=C(c1cccn2c(=O)c3ccccc3nc12)N1CCN(Cc2ccc3c(c2)OCO3)CC1,6%,-1.5%
COc1ccc(NC(=O)Nc2nnc(-c3ccc(F)cc3)s2)cc1,2%,-2.1%
COc1ccc(S(=O)(=O)Cc2ccc(C(=O)N3CCC(C(N)=O)CC3)o2)cc1,-4%,0.2%
Cc1ccc(S(=O)(=O)CCC(=O)c2ccc(O)cc2O)cc1,-9%&0%,6.4%&0.5%
Cc1c(C(=O)N2CCCCC2)oc2ccc(S(=O)(=O)N3CC(C)CC(C)C3)cc12 (stereo not drawn),3%,0.7%
Cc1ccc2[nH]c3c(c2c1)CN(C(=O)CN1CCN(Cc2ccc4c(c2)OCO4)CC1)CC3,-13%,9.3%
COc1ccc(C(=O)N2CCOCC2)cc1I,3%,3.6%
SMILES,Rat MKP-3 inhibitors,Hsp70 displacement
COc1nc(-c2ccc(Cl)cc2)ccc1-c1noc(-c2ccco2)n1,5%,-5.6%
COc1ccc(Cl)cc1NC(=O)c1ccc([N+](=O)[O-])cc1,2%,1.0%
O=C(Nc1ccccc1)c1cnc2n(c1=O)CCS2,-2%,2.4%
Cc1cc(C)n(-c2cc(-c3ccccc3)nc(C)n2)n1,-7%,-0.3%
CNc1nc(SC)nc(N(C#N)CC(=O)OC)n1,/,4.1%
C=C(C)C1CC=C(CN2CC(C)OC(C)C2)CC1 (stereo not drawn),/,3.1%
O=C(C(Cc1ccccc1)n1cccc1)N1CCN(Cc2ccccc2)CC1 (stereo not drawn),-4%,-5.2%
Cn1cc(S(=O)(=O)CC(=O)N2CCCc3ccccc32)c2ccccc21,4%,6.9%
CN1C(=O)/C(=C\c2ccccc2OCc2cccc3ccccc23)SC1=S,-1%,7.0%
CC1(C)CCN(Cc2ccccc2)C1CC#N (stereo not drawn),1%,0.4%
CCOC(=O)C1=C(c2ccccc2)N=c2s/c(=C\c3cc(OC)c(OC)c(OC)c3)c(=O)n2C1c1cccs1 (stereo not drawn),2%,-9.4%
COC(=O)CNC(=O)CN1C(=O)N(c2ccccc2)C(N(O)C(=O)Nc2ccccc2)C1(C)C (stereo not drawn),/,0.7%
C=CCSc1nnc2c3ccccc3n(CC=C)c2n1,-1%,-1.9%
CN(C)S(=O)(=O)c1ccc(C(=O)Nc2ccc(CN3CCCC3)cc2)cc1,-9%,-6.5%
CC1=NN(c2ccc(S(N)(=O)=O)cc2)C(=O)/C1=C\c1ccc(-c2cccc([N+](=O)[O-])c2)o1,4%,4.4%
COc1ccc2c(c1)CCc1c(C(=O)NCc3ccc(Cl)cc3)noc1-2,/,1.1%
CCCSc1nc(C)c2cc(C)cc(C)c2n1,/,0.4%
CCC(=O)Nc1nnc(-c2ccco2)o1,-9%,1.5%
CC(=O)Nc1cc(C(=O)O)ccc1S(=O)(=O)c1ccc(C)cc1,-15%,-4.8%
COc1ccccc1N1CCN(C2=NS(=O)(=O)c3ccccc32)CC1,-22%,4.6%
CCOc1ccc(C2CC(c3ccccc3C)n3nc(N)nc3N2)cc1 (stereo not drawn),-1%,0.2%
C/C(Cl)=C\Cn1c(Nc2cccc(C)c2)nc2c1c(=O)n(C)c(=O)n2C,-11%,-2.7%
CN1C(=O)C2(N=c3ccccc3=N2)c2ccccc21,17%,1.0%
O=S(=O)(N/N=C/c1ccccc1O)c1ccc(Oc2ccc(S(=O)(=O)N/N=C/c3ccccc3O)cc2)cc1,4%,-0.6%
O=C(CSc1nnnn1-c1ccc2c(c1)OCCO2)Nc1nc2c(s1)CCCC2,-1%,2.7%
SMILES,Rat MKP-3 inhibitors,Hsp70 displacement
Cc1cc(C(=O)CN2C(=O)NC3(CCCc4ccccc43)C2=O)c(C)n1Cc1ccccc1 (stereo not drawn),/,1.6%
CCC(C)n1[nH]c(=O)c2c(C)cc(C)nc21 (stereo not drawn),-10%,1.2%
O=C1C(Cl)=C(N2CCOCC2)C(=O)N1c1cccc(Cl)c1,-7%,-1.9%
O=C(Cc1ccc(F)cc1)NCc1ccccc1,-4%,3.6%
Cc1ccc(NS(=O)(=O)c2ccc([N+](=O)[O-])cc2)nc1,4%,4.1%
COc1ccc(C2CC(C(F)(F)F)n3nc(C(=O)Nc4ccc5c(c4)OCO5)cc3N2)cc1 (stereo not drawn),-10%&1%,5.3%&-2.1%

# Nothing new here: an excerpt of the list.
SMILES,Rat MKP-3 inhibitors,Hsp70 displacement
Clc1ccccc1-c1nc(-c2cccnc2)no1,-13%&2%,-7.2%&1.4%
COc1ccc(/C=N/Nc2ccc([N+](=O)[O-])cc2)cc1Cn1cc([N+](=O)[O-])cn1,/,8.9%
O=C1NC(=S)SC1=C1CCCCCC1,-14%,-2.7%
CC1=NNC(=O)C1C(c1ccccc1)C(C#N)C#N (stereo not drawn),/,-0.8%
O=C(CSc1nc2ccccc2o1)Nc1ccccc1N1CCOCC1,/,-3.9%
O=[N+]([O-])c1ccc(N2CCN(S(=O)(=O)c3ccccc3)CC2)c(Cl)c1,-2%,1.1%
CCCCCC(=O)Nc1ccc(Cc2ccncc2)cc1,/,0.7%
Cc1ccc(C)c(NC(=O)CSc2nnc(C)s2)c1,5%,-1.6%
CCOCC(=O)Nc1c(C(=O)OCC)oc2ccccc12,-8%,2.9%
COc1ccc(/C(O)=C2/C(=O)C(=O)N(c3ccccn3)C2c2cccnc2)cc1 (stereo not drawn),0%,13%
CCCCCC/C(=N/O)c1ccccn1,-6%,0.8%
Cc1cc(C)c2nc(N3CCCC(C(=O)N4CCC(C(N)=O)CC4)C3)sc2c1 (stereo not drawn),2%,2.7%
CC(Oc1ccccc1)C(=O)OCC(=O)NC(=O)NCc1ccco1 (stereo not drawn),8%,-3.0%
Cc1ccc(NC(=O)c2cnc3scc(C)n3c2=O)c(C)c1,-10%,14%
COc1ccc(C(=O)C2CCN(S(=O)(=O)c3ccc4c(c3)OCCO4)CC2)cc1,1%,4.5%
Nc1ccn(-c2ccccc2)c(=O)c1,1%,1.9%

# Source: PubChem
